# Screening data deposited in PubChem BioAssay by several laboratories.
# TRPC4 block – inhibitors of mouse TRPC4 channel | Q9QUQ5 | HEK293 TRPC4beta/mu-opioid, DAMGO-evoked Fluo4 calcium flux; hits give low values | B-score at 10 µM | hit rate 0.39% among 300,000;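 active = B-score over 3 SD under the library average, no early fluorescence shift, positive overall ratio signal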
#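 Assay system: TRPC4beta/mu-opioid receptor HEK293 cell line; compound dosing: single concentration per test compound; detection: Fluo4 Ca2+ flux fluorescence; evaluation: per-well B score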
# MrgX1 ag – agonists of human MrgX1 receptor | MrgX1-HEK293 cells, Fluo-4 calcium fluorescence, agonist mode; hits give high values | B-score at 10 µM | Q96LB2 | hit rate 0.44% among 310,000 | AID 588627;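 active = calcium response B-score plate-corrected fluorescence ratio at least 3 library SD, with starting fluorescence B-score inside 5 SD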
#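 Assay system: stable human MrgX1 HEK293 cell line. Quantity: 15,000 cells per well. Schedule: cells plated overnight, dye loaded 0.5 h 37 °C, 0.5 h room temperature. Detection: Fluo-4 NW calcium-flux fluorescence, kinetic read. Read-out basis: peak-minus-minimum fluorescence over baseline, converted to B scores. Control set: positive and negative control wells on each plate.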
# TRPC4 potent – allosterically enhances the mouse TRPC4 cation channel | hit rate 0.42% among 310,000 | B-score at 10 µM | HEK293 TRPC4beta/mu-opioid, DAMGO EC20, Fluo-4 Ca2+ flux; hits give high values | Q9QUQ5;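 active = B-score of calcium response area above 5 SD of library B-scores, with initial fluorescence ratio within 5 SD of library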;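 note: B-score of integrated fluorescence ratio over time as area under calcium response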
# TRPC6 act – activates the mouse TRPC6 cation channel; hit rate 0.13% among 310,000; AID 2550; Q61143; HEK293-TRPC6 membrane potential dye fluorescence; hits give high values; B-score at 10 µM;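 active = B-score of the integrated fluorescence ratio above library mean plus 3 SD, and starting fluorescence ratio within library mean plus 5 SD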;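 note: higher score means more depolarization so channel activation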
# SKKanGAS inh – SKKanGAS growth inhibition; S. pyogenes SKKanGAS, kanamycin growth, BacTiter-Glo, 6 h; inhibition, % at 7.5 µM; hit rate 1.3% among 300,000; AID 1662;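 active = mean replicate score, as percent of positive control median, at least 50; inconclusive = mean below 50 but one replicate at or above 50; inactive = mean and every replicate below 50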;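 note: strain carries kanamycin resistance gene driven by streptokinase promoter and grows in 40 µg/ml kanamycin; loss of luminescence reflects streptokinase promoter inhibition or plain growth inhibition; 0% = median of DMSO wells and 100% = positive control at its reference dose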
# ANO1 block – blocks the mouse calcium-activated chloride channel TMEM16A; Q8BHY3; HEK293 TMEM16A/YFP iodide influx fluorescence, ionomycin; normalized B-score (activity score, 25-100; higher = stronger inhibition) at 10 µM; hit rate 1.2% among 310,000;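 active = ratio plate-corrected score three or more library SD toward inhibition, starting fluorescence score within five deviations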;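 note: score derived from kinetic fluorescence span divided by baseline fluorescence per well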
# Target sequence (Q8BHY3 whole entry, looked up): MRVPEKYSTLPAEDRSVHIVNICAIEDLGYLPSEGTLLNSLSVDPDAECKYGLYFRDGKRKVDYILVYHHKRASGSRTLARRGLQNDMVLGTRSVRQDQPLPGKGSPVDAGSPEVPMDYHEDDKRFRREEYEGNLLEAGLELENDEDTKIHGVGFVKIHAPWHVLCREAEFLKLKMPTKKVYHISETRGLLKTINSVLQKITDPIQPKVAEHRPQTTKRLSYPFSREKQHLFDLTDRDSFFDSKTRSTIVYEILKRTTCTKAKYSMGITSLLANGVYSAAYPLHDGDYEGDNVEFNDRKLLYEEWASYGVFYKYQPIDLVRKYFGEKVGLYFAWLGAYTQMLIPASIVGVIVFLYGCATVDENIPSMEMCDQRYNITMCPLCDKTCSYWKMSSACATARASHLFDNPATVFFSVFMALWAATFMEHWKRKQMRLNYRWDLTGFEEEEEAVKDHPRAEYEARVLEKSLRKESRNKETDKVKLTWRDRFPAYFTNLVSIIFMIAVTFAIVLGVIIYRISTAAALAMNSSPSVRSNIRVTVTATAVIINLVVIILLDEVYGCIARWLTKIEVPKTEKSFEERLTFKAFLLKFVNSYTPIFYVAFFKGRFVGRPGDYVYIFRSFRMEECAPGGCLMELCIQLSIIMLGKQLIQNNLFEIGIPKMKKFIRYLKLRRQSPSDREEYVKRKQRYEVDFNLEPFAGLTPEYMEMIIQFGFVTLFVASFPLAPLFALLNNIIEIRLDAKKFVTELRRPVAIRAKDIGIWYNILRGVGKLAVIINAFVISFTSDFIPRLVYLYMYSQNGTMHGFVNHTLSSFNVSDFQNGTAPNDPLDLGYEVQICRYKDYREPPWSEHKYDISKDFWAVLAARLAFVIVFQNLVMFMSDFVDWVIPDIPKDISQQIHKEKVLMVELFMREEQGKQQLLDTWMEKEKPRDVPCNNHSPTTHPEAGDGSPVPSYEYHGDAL
# TRPC4 act – opens the mouse TRPC4 cation channel. HEK293 TRPC4beta/mu-opioid, Fluo4 calcium fluorescence; hits give high values. Q9QUQ5. B-score at 10 µM. hit rate 0.49% among 310,000;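 active = B-score above 5 SD of library B-scores, and initial fluorescence ratio not above library mean plus 5 SD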;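 note: positive B-score marks a calcium rise read as TRPC4 activation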
#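 Assay system: HEK293 stable line with TRPC4beta plus mu-opioid receptor. Times: dye 45 min RT, read 110 s. Measured by: kinetic Fluo4 calcium fluorescence. Measure: B score of integrated ratio. Controls: assay buffer as low control, maximal DAMGO as high control.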
# ANO1 activ – activates or potentiates the mouse TMEM16A chloride channel. Q8BHY3. HEK293 TMEM16A/YFP-H148Q/I152L, iodide quench fluorescence; hits give low values. B-score at 10 µM. hit rate 0.3% among 340,000;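 active = fluorescence-ratio B-score plate-corrected deviation score at least 3 library SD below zero, with starting fluorescence score within 5 deviations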;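 note: channel opened by trigger with iodide after compound preincubation; score built on the fluorescence ratio of max minus min over baseline; more negative score means more quench and so TMEM16A activation or potentiation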
# MrgX1 antag – antagonists of human MrgX1 receptor. hit rate 1.3% among 310,000. Q96LB2. B-score at 10 µM. MRGX1-HEK293 calcium flux, Fluo-4, BAM8-22 antagonism; hits give low values;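 active = calcium-response B-score plate-corrected more than 3 library SD below zero, starting fluorescence within 5 deviations, no agonist response on first addition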;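 note: peak minus trough fluorescence over baseline after final BAM8-22 challenge near maximal dose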
# TRPC6 inh – inhibitors of mouse TRPC6 channel; Q61143; HEK293-TRPC6, membrane potential dye, ACh-evoked depolarization; hits give low values; B-score at 10 µM; hit rate 1.1% among 310,000; AID 2553;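 active = B-score under library mean minus 3 SD, initial fluorescence not abnormally high, positive integrated signal ratio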;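 note: B-score derived from integrated fluorescence ratio over the kinetic read; more negative B-score means stronger inhibition of depolarization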
# MrgX1 allo act – allosterically activates human MrgX1 receptor signaling | MrgX1-HEK293, Fluo-4 calcium flux, FDSS; hits give high values | B-score at 10 µM | hit rate 0.63% among 310,000 | AID 588675;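 active = plate-corrected calcium response at least 3 library SD above typical, normal starting fluorescence, not activating the receptor alone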;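 note: compound read alongside a low EC10 to EC30 dose of BAM8-22 agonist; peak minus trough fluorescence over baseline measured at the second addition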
# Starred values were filed as active, the others as inactive; i = inactive; ? = inconclusive; . = not tested or not shown. An unsorted share of the library (roughly 6.7% active in at least one column).
SMILES,TRPC4 block,MrgX1 ag,TRPC4 potent,TRPC6 act,SKKanGAS inh,ANO1 block,TRPC4 act,ANO1 activ,MrgX1 antag,TRPC6 inh,MrgX1 allo act
O=C(COc1ccc(C(=O)c2ccccc2)cc1)NCC1CCCCC1,i,i,i,i,10,i,i,i,i,i,i
CCc1nc(SCC(=O)c2ccc(C)c(C)c2)n[nH]1,i,i,i,i,-12,i,i,i,i,i,i
CSc1ccccc1C(=O)N1CCN(c2ncccn2)CC1,i,i,i,i,10,i,i,i,i,i,i
CCC(=O)c1ccc(OC(=O)Cc2ccc(OC)cc2)cc1,i,i,i,i,-16,i,i,i,i,i,i
c1coc(-c2nnc3sc(-c4cccs4)nn23)c1,.,i,.,.,.,i,.,i,i,.,i
Cn1cccc1-c1cc(C(=O)N/N=C/c2ccc(F)cc2)[nH]n1,i,i,i,i,2,i,i,i,i,i,i
CCCCn1nnc(NC(=O)c2sc3cc(Cl)ccc3c2Cl)n1,i,i,i,i,5,i,i,i,i,i,i
Nc1nc(Nc2ccccc2)nc(NCCO)c1[N+](=O)[O-],i,i,i,i,9,i,i,i,i,i,i
Cc1ccc2nc(NC(=O)c3ccc(Cn4cc(Cl)cn4)o3)sc2c1,i,i,i,i,39,i,i,i,i,i,i
O=C(NCc1cccnc1)c1ccc(COc2ccc3c(c2)CCC3)o1,i,i,i,i,-28,i,i,i,i,i,i
Cc1nc(Cl)sc1C(=O)O,i,i,i,i,2,i,i,i,i,i,i
Cc1ccc(N2C(=O)N(CC(=O)Nc3ccc(C)c(C)c3[N+](=O)[O-])C(=O)C2C)cc1 (stereo unspecified),i,i,i,i,0,i,i,i,i,i,i
[N-]=[N+]=NC[C@H](Cc1ccccc1)N1CC[C@@H](NC(=O)OCc2ccccc2)CCC1=O,i,i,i,i,6,i,i,i,i,i,i
C=CCCCCCCCCc1nc(=S)[nH][nH]1,i,i,i,i,-4,i,i,i,i,i,i
CNC(=O)c1ccsc1NC(=O)C1CCCN1S(=O)(=O)c1cccs1 (stereo unspecified),i,i,i,i,3,i,i,i,i,i,i
COc1ccc(S(=O)(=O)N2CCC(O)(c3ccc(Cl)cc3)CC2)cc1OC,i,i,i,i,-1,i,i,i,i,i,i
CCCCC1(CO)C(=O)N(c2ccccc2)N(c2ccccc2)C1=O,i,i,i,i,-15,i,i,i,i,i,i
N#CCc1c(C#N)c(N)nc(Nc2ccccc2)c1C#N,i,i,i,i,-4,i,i,i,i,i,i
CCn1nnnc1-c1ccc(OC)c(S(=O)(=O)Nc2ccc(OC)cc2)c1,i,i,i,i,-2,i,i,i,i,i,i
COc1ccc2[nH]c(C)c(CCNC(=S)Nc3cccc(C)c3C)c2c1,i,i,i,i,-9,i,i,i,i,i,i
O=S(=O)(Nc1ccc(Oc2ncccn2)c(Cl)c1)c1ccc(Cl)cc1,i,i,i,i,2,i,i,i,i,i,i
CCN1CC2([N+](=O)[O-])C=CC(=O)C([N+](=O)[O-])(C1)C2CC(=O)c1ccccc1 (stereo unspecified),i,i,i,i,-2,i,i,i,i,i,i
Cc1nc(-c2ccc(NC(=O)C3CCCCC3)cc2)cs1,i,i,i,i,-13,i,i,i,i,i,i
COc1cc(C2c3c(-c4ccccc4O)n[nH]c3C(=O)N2Cc2ccco2)cc(OC)c1OC (stereo unspecified),i,i,i,i,-8,i,i,i,i,i,i
CCOC(=O)N1CCN(C(=O)Nc2ccc3oc(C)nc3c2)CC1,i,i,i,i,-14,i,i,i,i,i,i
O=C(COc1ccccc1[N+](=O)[O-])Nc1cccc(S(=O)(=O)NC2=NCCCCC2)c1,i,i,i,i,-7,i,i,i,i,i,i
CCOC(=O)C1CCN(C(=O)CCCn2c(=O)c3cccn3c3cccnc32)CC1,i,i,i,i,-2,i,i,i,i,i,i
Cc1ccc(N2CCN(S(=O)(=O)c3c(C)nc4scc(C)n4c3=O)CC2)c(C)c1,i,i,i,i,4,i,i,i,i,i,i
Cc1nc2scc(C)n2c(=O)c1S(=O)(=O)Nc1ccc(OC(F)(F)F)cc1,i,i,i,i,-1,i,i,i,i,i,i
Cc1nc(C(=O)Nc2ccc(Cl)cc2Cl)nn1-c1cc(OC(C)C)c(Cl)cc1Cl,i,i,i,i,12,i,i,i,i,i,i
Cc1ccc(OCC(=O)Nc2ccc3c(c2)OCCO3)cc1C,i,i,i,i,-2,i,i,i,i,i,i
COc1ccc(N2CCN(C(=O)CCCn3c(=O)[nH]c4ccsc4c3=O)CC2)cc1,i,i,i,i,-4,i,i,i,i,i,i
CCn1c(C)cc(C=C2C(=O)c3ccccc3C2=O)c1C,i,.,i,i,-14,.,i,i,.,i,.
CC(=O)O/N=C(\N)Cc1ccc(-c2csnn2)cc1,i,i,i,i,-4,i,i,i,i,i,i
O=C(NNS(=O)(=O)c1ccccc1[N+](=O)[O-])c1cccc(Cl)c1,i,i,i,i,2,i,i,i,i,i,i
Cc1cc(C(=O)NNC(=O)NC(C)C)no1,i,i,i,i,1,i,i,i,i,i,i
CCCn1c(CN2CCN(C(C)=O)CC2)nc2cc(S(=O)(=O)N(C)C)ccc21,i,i,i,i,6,i,i,i,i,i,i
CC(C)C(=O)Nc1ccnc(-c2cccnc2)n1,.,i,i,i,-8,i,i,i,i,i,i
Cc1nc(Cl)c2oc3ccccc3c2n1,i,i,i,i,1,i,i,i,i,i,i
COC(C(=O)NC(C(C)C)C(C)C)c1ccccc1 (stereo unspecified),i,i,i,i,-1,i,i,i,-5.9*,i,i
CN(Cc1ccccc1)S(=O)(=O)c1cn(C)cn1,i,i,i,i,2,i,i,i,i,i,i
NS(=O)(=O)c1ccc(NC(=O)CSc2nc3c(c(=O)[nH]2)CCCC3)cc1,i,i,i,i,29,i,i,i,i,i,i
O=S(=O)(Nc1ccc(Cl)cn1)c1ccc(F)cc1,i,i,i,i,-4,i,i,i,i,i,i
CC1(C)CC(=O)C/C(=N/NC(=O)COc2ccc(Cl)cc2Cl)C1,i,i,i,i,12,i,i,i,i,i,i
O=C(NCCc1csc(-c2cccnc2)n1)c1cccc(Cl)c1,i,i,i,i,-13,i,i,i,i,i,9.6*
CC(=O)Nc1ccc(OCc2cccc([N+](=O)[O-])c2)cc1,i,i,i,i,0,i,i,i,i,i,i
Clc1ccc(-c2ncc3ccccn23)c(Cl)c1,i,i,i,i,4,i,i,i,i,i,i
CCOC(=O)COc1ccsc1C(=O)OC,i,i,i,i,-1,i,i,i,i,i,i
CCCCN(CC)CCNC(=O)c1cc2c(=O)n(C)c3ccccc3c2n1C,i,i,14*,i,-10,i,67*,i,i,i,i
CC(C)C(C(=O)Nc1sc2c(c1C#N)CCCCC2)N1C(=O)c2ccccc2C1=O (stereo unspecified),i,i,i,i,5,i,i,i,i,i,i
COc1ccc(C(=O)NCc2ccc3c(c2)cc(C)n3C)cc1OC,i,i,i,i,-1,i,i,i,i,i,i
COc1ccc(-c2cc(C(F)(F)F)n3ncc(C(=O)N(C)Cc4ccccc4)c3n2)cc1,i,i,i,i,6,i,i,i,i,i,6.9*
Cc1ccc(S(=O)(=O)N2CCC(C)CC2)cc1,i,i,i,i,1,i,i,i,i,i,i
Cc1cc(Cl)ccc1Oc1nccc(N(C)C)c1C#N,i,i,i,i,5,i,i,i,i,i,i
COCCNC(=O)CSc1ccc(Cl)cc1,i,i,i,i,-3,i,i,i,i,i,i
CC(O)c1ccc2c(c1)OCCOCCN(C)CCOCCO2 (stereo unspecified),i,i,i,i,-2,i,i,i,i,i,i
C#CCOCCOCCOCCNc1nc(N2CCN(C(=O)C([C@@H](C)CC)n3cc(C(N)Cc4ccc(O)cc4)nn3)CC2)nc(N2CCN(C(=O)[C@H](CCC(=O)O)n3cc(C(N)CC(C)C)nn3)CC2)n1 (stereo partly specified),i,i,i,i,-1,i,i,i,i,i,i
COc1cc(C2C3=C(CCCC3=O)Nc3[nH]n(-c4ccccc4)c(=O)c32)ccc1OC(C)=O (stereo unspecified),i,i,i,i,6,i,i,i,i,i,i
COc1ccc(C(=O)Nn2c(C)nc3ccccc3c2=O)cc1,i,i,i,i,0,i,i,i,i,i,i
COCCn1c(N)c(C(=O)NS(=O)(=O)c2ccc(C)cc2)c(=O)[nH]c1=O,i,i,i,i,?,i,i,i,i,i,i

# Printed as active in TRPC4 act, of those listed so far:
canonical_smiles	TRPC4 block	MrgX1 ag	TRPC4 potent	TRPC6 act	TRPC4 act	ANO1 activ	MrgX1 antag
CCCCN(CC)CCNC(=O)c1cc2c(=O)n(C)c3ccccc3c2n1C	i	i	14*	i	67*	i	i

# The listing continues.
SMILES,TRPC4 block,MrgX1 ag,TRPC4 potent,TRPC6 act,SKKanGAS inh,ANO1 block,TRPC4 act,ANO1 activ,MrgX1 antag,TRPC6 inh,MrgX1 allo act
O=C(NC1CC1)C1=C[C@H](c2ccc(C(F)(F)F)cc2)C[C@H](OCc2ccc(CO)cc2)O1,i,i,i,i,0,i,i,i,i,i,i
O=C(Cc1nnc(NC(=O)Nc2ccc(F)cc2)s1)Nc1ccccc1,i,i,i,i,-30,i,i,i,i,i,i
CCOC(=O)/C=C/C(=O)Nc1ccc(S(=O)(=O)N2CCCCCC2)cc1,i,i,i,i,4,i,i,i,i,i,i
Cc1c(Cl)cccc1-n1c(SCC(=O)N(C)Cc2ccccc2)nnc1-c1ccncc1,i,i,i,i,-7,i,i,i,i,i,i
COc1cc(/C=C(/C#N)c2ccc(F)cc2)ccc1OCc1ccc(C(=O)O)o1,i,i,i,i,15,i,i,i,i,i,i
O=C(CN(Cc1ccc(F)cc1)C(=O)CCC(=O)Nc1ccccn1)NCc1ccco1,i,i,i,i,-2,i,i,i,i,i,i
COc1ccc(C)cc1S(=O)(=O)NCC(c1cccnc1)N1CCc2ccccc2C1 (stereo unspecified),i,i,i,i,-2,i,i,i,i,i,i
COCCn1c(SCC(=O)Nc2ccc(C(C)=O)cc2)nc2c([nH]c3ccccc32)c1=O,i,i,i,i,-2,i,i,i,i,i,i
